Screening data deposited in PubChem by National Center for Advancing Translational Sciences (NCATS).
ERG Ets-DNA blk: ERG Ets/DNA interaction inhibition | P11308 | fluorescence polarization, His-ERG Ets domain / labelled DNA | Potency, µM (top dose mostly 76.9 µM), for the others: at the top dose FP activity, negative = inhibition, most hits filed as inhibitors | 370,000 compounds, 0.028% hits; active = well fitted inhibition curve with a large enough effect in the polarisation, with a control signal flat; inconclusive = small, poorly fitted or top-dose-only effect, or effect the other way, or a change in a side signal; inactive = no such curve, though single readings can be large or run the other way; the % refers to the polarisation;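 note: polarization taken with two DNA probes labelled with fluorescein and Texas red; potency is the fitted concentration of half-maximal effect; % of control where 0% means no effect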
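His-tagged ERG Ets domain (1 uM in the protein solution; 300mM KCl, 50mM Tris-HCl, 1mM EDTA, 1mM DTT, pH 7.5) received compound, then a probe mix of 5 nM fluorescein-DNA and 100nM Texas-615-DNA. Fluorescence polarization was read for both dyes.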
APEX1 inh: APE1 (human) endonuclease inhibition; recombinant APE1, TAMRA/BHQ-2 abasic DNA cleavage fluorescence; 350,000 compounds, 0.35% hits; Potency, µM (doses to about 65.8 µM), inactives show at the highest dose activity change, negative = inhibition, actives largely listed as inhibitors; P27695;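 note: potency is the fitted concentration of half-maximal effect; plate controls were vehicle for no effect and reference inhibitor for full effect; nearly all actives have a fitted effect of over 55% in size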
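Kinetic fluorescence read (525 ex/598 em nm, three reads 60 s apart) of AP-site incision; signal = third minus first read. Enzyme 0.75 nM, dual-labelled THF duplex 50 nM, compound preincubation 15 min RT.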
LDHA inh: inhibitors of human lactate dehydrogenase A. P00338. purified LDHA, NADH/diaphorase-resazurin fluorescence; hits give low values. activity change, % (values are at about 110 or 230 µM). 480,000 compounds, 0.15% hits; in the data active = activity change below about -30%; inconclusive = mostly about -25% to -30%;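 note: plate controls were DMSO wells for no effect and wells without enzyme for full effect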
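Resorufin fluorescence (ex540/em590), read at 0 and 20 min after diaphorase/resazurin addition, reports the NADH left after a 5 min room-temperature reaction of 2 nM human LDH5 with 0.06 mM NADH and 0.2 mM pyruvate.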
Pol beta inh: DNA polymerase beta (human) inhibition; P06746; Pol beta primer extension/strand displacement, fluorescence kinetic; Potency, µM (top dose mostly 114 µM), without a hit: at the top dose activity change, negative = inhibition, actives largely listed as inhibitors; 340,000 compounds, 1.3% hits; note: potency is the fitted concentration of half-maximal effect; % is set by controls: 0 for no effect and ±100 for the full control effect
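Kinetic readout of DNA synthesis with strand displacement by Pol beta. Compound and 10 nM enzyme sit 15 min at room temperature; 50 nM substrate starts the reaction, read immediately and at 10 min.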
RGS4 inhibitor: human RGS4 inhibition; 390,000 compounds, 0.039% hits; Transcreener GDP fluorescence polarization, RGS4-accelerated GTP hydrolysis; Potency, µM (series often up to 114 µM), for the others: at the highest dose activity change, negative = inhibition, most hits filed as inhibitors; AID 504845; note: potency is the fitted concentration of half-maximal effect; % is set by controls: 0 for no effect and ±100 for the full control effect; nearly all actives have a fitted effect of over 75% in size; some results filed as inactive show a strong effect at the top dose
Target sequence (P49798 whole entry, looked up): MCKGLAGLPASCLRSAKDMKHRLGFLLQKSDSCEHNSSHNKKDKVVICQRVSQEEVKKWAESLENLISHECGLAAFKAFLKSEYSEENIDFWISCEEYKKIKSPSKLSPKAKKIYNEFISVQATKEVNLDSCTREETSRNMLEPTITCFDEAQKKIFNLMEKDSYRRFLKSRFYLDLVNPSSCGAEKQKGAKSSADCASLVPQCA
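MLSMR compounds (23 nl, pin-transferred) preincubated 10 min at room temperature with a 500nM (2x) first reagent, then RGS4 at 900nM (2x) plus Transcreener GDP mix added; fluorescence polarization (620/688 nm) read before and after 90 min at 30 °C.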
ALOX12 inh: inhibitors of human 12S-lipoxygenase ALOX12. AID 1671190. Potency, µM (titrated, usually from 108 µM), for the others: at the highest dose activity change, negative = inhibition, actives largely listed as inhibitors. purified 12hLO, xylenol orange hydroperoxide absorbance. P18054. 580,000 compounds, 1.1% hits; note: potency is the fitted concentration of half-maximal effect; % is set by controls: 0 for no effect and ±100 for the full control effect
Target sequence (P18054 whole entry, looked up): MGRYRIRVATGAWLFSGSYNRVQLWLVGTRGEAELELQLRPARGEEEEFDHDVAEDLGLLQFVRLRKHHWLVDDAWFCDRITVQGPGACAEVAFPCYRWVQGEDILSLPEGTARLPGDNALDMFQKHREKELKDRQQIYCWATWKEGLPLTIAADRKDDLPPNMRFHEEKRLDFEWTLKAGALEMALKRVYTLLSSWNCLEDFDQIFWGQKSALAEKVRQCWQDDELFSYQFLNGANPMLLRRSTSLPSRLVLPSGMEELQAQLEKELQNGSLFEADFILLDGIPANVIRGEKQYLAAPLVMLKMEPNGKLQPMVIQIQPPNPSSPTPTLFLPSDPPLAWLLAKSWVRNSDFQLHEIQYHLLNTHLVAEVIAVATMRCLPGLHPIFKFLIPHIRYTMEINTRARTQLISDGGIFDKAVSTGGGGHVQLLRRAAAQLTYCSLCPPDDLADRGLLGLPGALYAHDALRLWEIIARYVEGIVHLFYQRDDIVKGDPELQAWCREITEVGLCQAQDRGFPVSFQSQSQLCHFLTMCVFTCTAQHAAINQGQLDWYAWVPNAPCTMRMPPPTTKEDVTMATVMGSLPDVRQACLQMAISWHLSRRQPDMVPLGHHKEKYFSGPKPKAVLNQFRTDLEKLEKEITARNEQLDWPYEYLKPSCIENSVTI
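Purified human 12hLO (150 nM final) in 25 mM Hepes, 0.01% Triton X-100, pH 7.0 was preincubated 15 min at room temperature with compound. Then 40 uM arachidonic acid was added, 30 min. Hydroperoxide was read by Fe-XO absorbance ratio 573/405 nm.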
POLK inh: inhibitors of human DNA polymerase kappa; Q9UBT6; purified Pol kappa, fluorescent DNA synthesis assay, 10 min; Potency, µM (highest dose often 107 µM), for the others: at the highest dose activity, negative = inhibition, usual class: inhibitors; 400,000 compounds, 0.53% hits; note: potency is the fitted concentration of half-maximal effect; % is set by controls: 0 for no effect and ±100 for the full control effect
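Readout: fluorescence, taken kinetically at 0 and 10 min. Conditions: 10 nM Pol kappa, 15 min RT compound preincubation, 50 nM substrate final. Controls: enzyme-free buffer wells.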
Pol eta inh: DNA polymerase eta (human) inhibition | Q9Y253 | recombinant Pol eta, fluorescent DNA replication assay | Potency, µM (titrated, usually from 114 µM), inactives show at the highest dose activity change, negative = inhibition, actives largely listed as inhibitors | 390,000 compounds, 1.2% hits; note: potency is the fitted concentration of half-maximal effect; % is set by controls: 0 for no effect and ±100 for the full control effect
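Fluorescent replication assay: 50 nM final substrate added after a 15 min room-temperature compound preincubation with 10 nM enzyme. Signal taken at 0 min and again at 10 min.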
Anesthetic bind: candidate novel general anesthetic via apoferritin binding; apoferritin/1-aminoanthracene competitive binding, fluorescence; Potency, µM (top dose mostly 77.5 µM), for the others: top-dose activity change, negative = displacement, hits mostly inhibitors; 350,000 compounds, 0.074% hits; AID 485281; note: potency is the fitted concentration of half-maximal effect; % is set by controls: 0 for no effect and ±100 for the full control effect; nearly all actives have a fitted effect of over 20% in size
Target sequence (P02791 2-175 limits assumed): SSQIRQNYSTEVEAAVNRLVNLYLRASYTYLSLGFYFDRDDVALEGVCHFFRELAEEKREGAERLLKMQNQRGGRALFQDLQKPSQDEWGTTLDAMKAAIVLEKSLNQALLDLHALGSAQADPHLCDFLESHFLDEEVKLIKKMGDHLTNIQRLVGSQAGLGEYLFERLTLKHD
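Horse-spleen apoferritin (10 uM) was mixed with 50% saturated 1-aminoanthracene in PBS, exposed to compounds for 10 min at room temperature, and read for fluorescence (ex 380 nm, em 535 nm). Competitive displacement was fitted with a four-parameter Hill equation.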
An asterisk follows results filed as active; ? = inconclusive; nt = not tested or not shown; & = joins results of further samples; [ ] = dose if it differs, or a comment. Unless noted, calls come from the whole dose curve; as a rule, active = well fitted curve in the direction sought with a large enough effect; inconclusive = small, poorly fitted or top-dose-only effect, or another doubt; inactive = no such curve, though single readings can be large; an effect the other way counts as inactive or inconclusive. This is a subset. The share of hits here may be higher or lower than overall.

Values in the order – ERG Ets-DNA blk	APEX1 inh	LDHA inh	Pol beta inh	RGS4 inhibitor	ALOX12 inh	POLK inh	Pol eta inh	Anesthetic bind
- O=C(CCCN1C(=O)c2ccccc2C1=O)NCCCn1ccnc1
    1%	?	0	9%	3%	-6%	-11%	-21%	4%
- COc1ccccc1C(c1c(N)n(C)c(=O)n(C)c1=O)C(C)[N+](=O)[O-] (stereo not given)
    -5%	16%	-1	1%	-6%	0%	5%	-15%	-5%
- COc1ccc(OC)c(S(=O)(=O)NCC(c2cccs2)N2CCc3ccccc3C2)c1 (stereo not given)
    -5%	14%	-3	nt	-22%	-11%	-12%	-8%	nt
- CCOC(=O)c1cccc(NC(=O)C2CCCN(c3nnc(N4CCCC4=O)s3)C2)c1 (stereo not given)
    10%	36%	1	-24%	2%	12%	3%	1%	-13%
- O=C(c1sc2cc(F)ccc2c1Cl)N1CCN(c2cccc(Cl)c2)CC1
    8%	-1%	-2	-15%[57.1 µM]	10%	-13%	-4%	-22%	-6%
- CC1=C(C(=O)Nc2ccccc2C)C(c2cccs2)n2nc(SCc3ccccc3)nc2N1 (stereo not given)
    -3%	nt	-3	2%	4%	-18%	7%	2%	32%[activator]
- CCOC(=O)C1CCN(Cc2ccc(C(=O)OC)cc2)CC1
    2%	1%	?	-1%	8%	?	0%	-11%	0%
- CC1=NN(c2ccccc2)C(=O)C1/C=C1/NC(=S)NC1=O (stereo not given)
    5%	1%	1	-10%	-41%	?	-6%	5%	0%
- CC(C)(C)c1ccc(OCCn2cc(C(=O)c3ccco3)c3ccccc32)cc1
    1%	nt	-6	11%	12%	-23%	-11%	-16%	?
- COc1ccc(-c2c(C)n([O-])c(C)c(C)[n+]2=O)cc1OC
    -8%	0%	-6	23%	43%	-8%	1%	14%	-10%
- CCn1nc(-c2ccccc2)c(-c2ccccc2)c(C(=O)Nc2nc(C)c(C(C)=O)s2)c1=O
    6%	nt	-8	40%	3%	-8%	3%	-13%	-17%
- CCN(CC)C1CCN(Cc2cn[nH]c2-c2ccc(OC)c(F)c2)C1 (stereo not given)
    1%	1%	-2	-26%	16%	-24%	-11%	1%	-9%
- CC(=O)NCCN=C(C)c1sc2ccccc2c1O
    7%	11%	-1	-4%	?	0%	-16%	-9%	-3%
- CC1(C)Cc2c(sc(NC(=O)COc3ccc(Cl)cc3)c2C#N)C(C)(C)N1
    0%	31%	-2	-25%	-26%	nt	-1%	-10%	-9%
- N#Cc1ccc(-c2ccc3c(c2)OCO3)nc1SCC(=O)OCc1ccccc1
    9%	-6%	-3	-19%	14%	-2%	-6%	3%	-8%
- COc1cccc(N2CC(C(=O)Nc3nnc(SCC(=O)Nc4ccc(NC(C)=O)cc4)s3)CC2=O)c1 (stereo not given)
    -7%	22%	-8	4%	-16%	2%	-10%	-4%	-17%
- COc1ccc(NC(=O)CCS(=O)(=O)c2cccc3nonc23)cc1Cl
    -2%&1%	-16%	-1&-3	11%&24%	3%&24%	-9%&-15%	-9%&-19%	-4%&-11%	-8%&-10%
- Cc1ccccc1C(=O)N1CCC(C(=O)Nc2ccccn2)CC1
    6%	-12%	-9	nt	1%	1%	-13%	-13%	nt
- O=C(Nc1ccc2c(c1)CCC2)c1ccc(Br)s1
    -1%	-6%	2	?	-27%	-29%	0%	-21%	?
- O=c1oc2ccc3ccccc3c2cc1-c1nnc(-c2ccccc2)o1
    2%	-4%	-3	0%	-21%	14%	-1%	?	49%[activator]
- CN1CCN(c2cc(C(F)(F)F)nc3ccc(F)cc23)CC1
    -14%	4%	-6	9%	-9%	-4%	-5%	-15%	-4%
- CCOc1ccc(N(CC(=O)Nc2cccc(F)c2)S(=O)(=O)c2c(C)noc2C)cc1
    2%	-7%	-10	-1%	3%	26%	-19%	-20%	6%
- CC(C)NC(=O)CSc1nc(-c2cccs2)cc(-c2ccccc2)c1C#N
    2%	2%	-4	-9%	-18%	-3%	-1%	-4%	21%
- Cc1cc(CNCc2c(C(=O)N(C)Cc3ccccc3)nc3ccccn23)nn1C
    -4%	8%	-6	2%	-5%	10%	2%	9%	-5%
- COc1ccc2c(CC(=O)OCC(=O)Nc3cccc(S(N)(=O)=O)c3)coc2c1
    -18%	11%	0	5%	-3%	-17%	2%	-20%	-7%
- CCN(C(=O)c1cnc(NC(C)C)cc1C(F)(F)F)c1ccc(Cl)cc1
    16%	-14%	1	37%[activator]	-41%	-6%	-7%	-27%	5%
- COCCCN1C(=O)C(=O)/C(=C(/O)c2ccc(S(=O)(=O)N3CCOCC3)cc2)C1c1cccc(Cl)c1 (stereo not given)
    -3%	28%	-4	23%	5%	?	-5%	-11%	2%
- CC(C)C(C)NC(=O)COC(=O)c1cccc(C(=O)OCC(=O)NC(C)C(C)C)n1 (stereo not given)
    -2%	1%	-4	0%	-3%	0%	-10%	-28%	-13%
- O=C(CC1N=C2c3ccccc3N=C(SCc3ccc(Cl)cc3)N2C1=O)NCc1ccco1 (stereo not given)
    1%	13%	5	?	-16%	nt	?	79µM*	-23%
- Cc1cc(N2CCN(C)CC2)nc2ccc(NC(=O)CCC(=O)NCCCOC(C)C)cc12
    -1%	24%	-8	24%	-7%	?	0%	0%	1%
- O=C1Nc2ccccc2O/C1=C\c1ccccc1
    -2%	57%[activator]	-5	2%	-11%[56.9 µM]	2%	1%	-15%	27%
- C=C(C)CSc1nnc(-c2cccc(S(=O)(=O)N(C)C)c2)n1-c1cc(OC)ccc1OC
    1%	-5%	0	-9%	-20%	0%	-6%	-6%	-14%
- COc1cccc2cc(C(=O)NCCc3c(C)[nH]c4ccc(F)cc34)c(=O)oc12
    -1%	nt	4	-8%	-9%	-3%	-6%	-4%	-14%
- CN1CCN(S(=O)(=O)c2ccc(-c3noc(C4CCN(S(C)(=O)=O)CC4)n3)cc2)CC1
    -11%	1%	-8	7%	3%	10%	-10%	-1%	-9%
- COc1ccc(S(=O)(=O)N(C)CC(=O)NCCC2=CCCCC2)cc1OC
    -13%	4%	-2	0%	18%	5%	-9%	-8%	-8%
- Cc1ccsc1C(=O)N1CCCC(CO)(Cc2ccccc2)C1 (stereo not given)
    13%	23%	1	8%	6%	-8%	8%	-13%	-16%
- Cc1cc(Br)ccc1NC(=O)CN(C)C(=O)c1cc([N+](=O)[O-])ccc1N1CCOCC1
    14%	-12%	1	nt	5%	?	-13%	-2%	nt
- CCC1(C(N)=O)CC2C=CC1C2 (stereo not given)
    2%	nt	-5	nt	-6%	-2%	-16%	2%	nt
- C=C(C)COc1ccc(-c2n[nH]c(C)c2-c2ccc(OC)c(OC)c2)c(O)c1
    0%	-6%	2	0%	2%	32%[activator]	-4%	-20%	?
- c1ccc(CN2CCOCC2)nc1
    0%	nt	1	nt	8%	12%	-10%	-7%	nt
- N#C/C(=C/c1ccc(CNS(=O)(=O)c2ccccc2)o1)C(=O)NCc1ccccc1
    -8%	16%	-4	19%	-23%	8%	-10%	-21%	-3%
- COc1cc(C(CCN2CCCC(C)C2)c2c(OC)cc(OC)c3c2OC(=O)CC3c2ccc(N(C)C)cc2)cc(OC)c1OC (stereo not given)
    -2%	-9%&-3%	9	-1%	-5%&7%	nt	5%&-11%	-13%	-16%&-14%
- Cc1[nH]c2ccccc2c1C(=O)C(=O)Nc1ccc2c(c1)OCO2
    -5%	8%	0	4%	23%	-18%	-13%	-11%	-19%
- Cc1ccc(C(=O)OCC(=O)c2ccc(CC(=O)N3CCOCC3)s2)cc1C
    8%	-16%	0	nt	-12%	1%	79µM*	13µM*	nt
- Cc1ccc(C2C(C#N)=C(N)N(N(C)C)C3=C2C(=O)CCC3)cc1 (stereo not given)
    -8%	3%	-5	29%	20%	2%	-4%	-20%	-11%
- COc1ccc(N2CC(C(=O)Nc3cccc(OC(C)C)c3)CC2=O)cc1 (stereo not given)
    10%	47%	-1	20%	-4%	-7%	5%	-14%	-7%
- CC(Oc1ccc(Cl)cc1Cl)C(=O)Nc1ccc2oc(-c3ccncc3)nc2c1 (stereo not given)
    0%	0%	-9&9	4%	0%	3%&11%	-8%	1%	-9%
- N#C/C(=C1\CCCN1)c1nc2ccccc2c(=O)[nH]1
    -15%	3%	-3	19%	1%	0%	1%	10%	-2%
- CCCNc1ncnc2c1c(-c1ccccc1)cn2-c1ccc(OCC)cc1
    2%	nt	13&8	-13%	-20%	0%&-2%	-3%[60.1 µM]	-20%	70%[activator]
